SRC2 TRFRET art – flags TR-FRET format artefacts in PPARgamma SRC-2 recruitment agonist screen | TR-FRET artefact counter-screen; active compounds read high | TR-FRET ratio at 8 µM | actives 0.4% (n = 200,000); in the data active = TR-FRET ratio above about 2000; also: inactives centre near 1500
STAT3 act – STAT3 signaling activation; actives 0.91% (n = 190,000); U3A cells, IL-6 STAT3-luciferase reporter, luminescence; 100% = signal with IL-6 EC80 alone; activation (% of control), % at 5.6 µM;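 active = activation above the screen-wide mean of compound activation plus 3 SD, cut at about 130% in these data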;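 also: 0% = background luminescence of wells with medium and substrate only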
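Test system: STAT3-luciferase reporter U3A cells; Detection: reporter luminescence signal; Times: 1 h compound pre-exposure, 6 h IL-6 stimulation, 37 °C; Benchmarks: IL-6-only high control; Also added: IL-6 stimulus at 33 ng/mL final.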
bIAP act – increases bovine intestinal alkaline phosphatase activity | actives 0.17% (n = 200,000) | activation factor at 20 µM | purified bovine IAP, CDP-star luminescence, 30 min; active compounds read high; fold of DMSO-control signal, blank-subtracted;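 active = activation factor of 2 or more at 20 µM, a signal rise over negative controls twice the positive control's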
bIAP inh – blocks bovine intestinal alkaline phosphatase activity; purified bovine IAP, CDP-star luminescence, 30 min; 190,000 tested, under 10 active; AID 1019; inhibition, % at 20 µM;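 active = over 50% inhibition of intestinal alkaline phosphatase at 20 µM in the single-dose screen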
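System: purified bovine intestinal alkaline phosphatase (IAP) enzyme; Input: IAP diluted 1/65,000,000 in the well; Measured by: CDP-star luminescence signal; Compound dosing: 20 µM single dose; Incubation: 30 min reaction at room temperature.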
PPARg SRC3 recr – promotes SRC-3 coactivator recruitment by human PPARgamma | biochemical PPARgamma/SRC-3 coactivator recruitment assay | activation, % at 8 µM | actives 0.26% (n = 200,000) | P37231; in the data active = activation above about 23%;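 also: 0% = DMSO and 100% = reference agonist; some compounds past the cut are filed as inactive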
STAT3 blocker – inhibitors of IL-6 induced STAT3 signaling | U3A cells, IL-6 STAT3-luciferase reporter, luminescence; host cell line lacks STAT1 | inhibition, % at 5.5 µM | actives 0.89% (n = 190,000);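 active = inhibition above the mean inhibition across all screened compounds plus 3 SD, cut at about 44% in these data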;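 also: 0% = DMSO only wells and 100% = 100 µM nifuroxazide control wells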
TNAP act hiacc – activators of human TNAP at high phosphate acceptor concentration; P05186; activation factor at 20 µM; purified TNAP, CDP-star luminescence, 1 M DEA, 30 min; active compounds read high; 0 = EDTA background, 1 = DMSO-only activity; AID 1136; 200,000 tested, under 10 active;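 active = activation factor at least 2 at 20 µM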
Target sequence (P05186 whole entry, looked up): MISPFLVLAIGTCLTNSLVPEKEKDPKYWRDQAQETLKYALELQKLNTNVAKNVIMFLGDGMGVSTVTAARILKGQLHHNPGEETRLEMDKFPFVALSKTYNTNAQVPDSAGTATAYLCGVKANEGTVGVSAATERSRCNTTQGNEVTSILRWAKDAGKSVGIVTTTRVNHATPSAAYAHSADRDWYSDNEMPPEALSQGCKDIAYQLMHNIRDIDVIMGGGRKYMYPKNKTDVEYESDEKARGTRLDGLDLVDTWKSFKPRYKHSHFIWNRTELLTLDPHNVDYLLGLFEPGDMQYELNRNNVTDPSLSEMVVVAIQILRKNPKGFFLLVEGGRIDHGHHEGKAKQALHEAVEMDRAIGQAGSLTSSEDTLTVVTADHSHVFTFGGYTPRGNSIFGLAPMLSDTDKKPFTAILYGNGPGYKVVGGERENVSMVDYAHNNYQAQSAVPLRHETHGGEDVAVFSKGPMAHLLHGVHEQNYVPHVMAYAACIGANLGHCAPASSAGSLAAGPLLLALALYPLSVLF
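system = human TNAP | amount = enzyme diluted 1/800 final | reagent = 100 µM CDP-star substrate | signal = luminescent substrate turnover signal | dosing = one dose, 20 µM | benchmarks = EDTA negative control, DMSO positive control | measure = activation factor | timing = 30 min reaction, room temperature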
STAT1 blocker – STAT1 signaling inhibition; NIH 3T3 STAT1-luciferase reporter, IFN-gamma, luminescence; inhibition, % at 5.5 µM; actives 0.35% (n = 200,000);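 active = inhibition above a set limit, the mean inhibition across all tested compounds plus 3 SD, cut at about 34% in these data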;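 also: 0% = IFN-gamma with DMSO and 100% = IFN-gamma with 300 µM nifuroxazide; values of inactives mirror those of a sister screen read the other way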
PPARg SRC-1 ag – agonists of human PPARgamma SRC-1 coactivator recruitment | P37231 | PPARgamma-SRC-1 coactivator recruitment biochemical assay | activation, % at 8 µM | actives 0.41% (n = 200,000) | AID 631; in the data active = activation above about 19%;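 also: 0% = DMSO and 100% = reference agonist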
PPARg SRC-2 ag – agonists of SRC-2 recruitment by human PPARgamma; activation, % at 8 µM; AID 1032; P37231; actives 0.34% (n = 200,000); PPARgamma LBD-SRC-2 recruitment, biochemical; in the data active = activation above about 22%;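 also: 0% = vehicle and 100% = reference agonist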
ROMK mod – human ROMK K+ channel modulation, primary screen; Tet-inducible ROMK, thallium flux fluorescence; actives lie on both sides; B-score at 10 µM; actives 2% (n = 130,000); AID 1918;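 active = signal ratio slope over the read window, or its plate-corrected B-score, at least 3 SD from the plate mean, either direction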;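 also: B-score of the F/F0 ratio slope over 7 to 12 s after thallium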
Target sequence (P48048 whole entry, looked up): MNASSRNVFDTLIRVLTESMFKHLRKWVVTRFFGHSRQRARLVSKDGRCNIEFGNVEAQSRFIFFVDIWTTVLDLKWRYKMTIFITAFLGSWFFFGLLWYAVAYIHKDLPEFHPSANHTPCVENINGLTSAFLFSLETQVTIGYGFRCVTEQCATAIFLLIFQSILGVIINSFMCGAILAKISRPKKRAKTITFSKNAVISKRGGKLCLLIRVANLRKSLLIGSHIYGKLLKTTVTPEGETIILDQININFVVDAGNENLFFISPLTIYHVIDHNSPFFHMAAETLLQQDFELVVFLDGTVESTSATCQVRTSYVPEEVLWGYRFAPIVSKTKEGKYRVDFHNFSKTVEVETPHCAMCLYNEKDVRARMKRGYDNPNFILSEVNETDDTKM
Active calls of the source: *; x = not tested or not shown.

No.	structure	SRC2 TRFRET art	STAT3 act	bIAP act	bIAP inh	PPARg SRC3 recr	STAT3 blocker
1	CN1CCN(C(=O)c2cc(Cl)cc(Cl)c2NC(=O)c2ccco2)CC1	1523	99	1	-3	-4	6
2	CCOC(=O)Cc1csc(NC(=O)c2ccco2)n1	1558	103	0.9	9	9	0
3	CCOc1ccc(N(C(=O)c2ccccc2Cl)C2=NC(C)(C)CS2)cc1	1598	101	1.1	-12	5	0
4	C=CCn1cc(C(=O)NCCCOCC)c(=O)c2cc(S(=O)(=O)N(CC)CC)ccc21	1737	95	0.9	5	5	15
5	CC(C)(C)N/N=C/c1c(O)n(-c2ccc(Cl)cn2)c(=O)c2ccccc12	1593	95	1.1	-6	4	10
6	CC(=O)Oc1c(Sc2ccccc2[N+](=O)[O-])c(C)nn1C(C)(C)C	1493	92	1	0	-2	12
7	COc1ccc(CNC(=O)C2CCCN2)cc1OC (centres undefined)	1474	100	1	-1	0	5
8	COc1cc(NC(=O)CSc2nnc(C)s2)cc(OC)c1	1636	98	0.9	8	9	5
9	Cc1cc(C)c2nc(SCc3ccc([N+](=O)[O-])cc3)nc(C)c2c1	1619	86	1.1	-10	7	27
10	OC(c1ccccc1)(c1ccccc1)C1CCN(C(=S)NCCc2ccccc2)CC1	1761	106	1	4	6	-1
11	COc1ccc(N=C2NC(=O)/C(=C/c3ccc(O)c(OC)c3)S2)cc1	1594	91	1.2	-17	1	14
12	Cc1ccc(C)c(N(C(=O)c2nsc(Cl)c2Cl)C(C(=O)NC2CCCC2)c2ccc(O)cc2)c1 (centres undefined)	1607	107	0.7	28	3	-8

No.	TNAP act hiacc	STAT1 blocker	PPARg SRC-1 ag	PPARg SRC-2 ag	ROMK mod
1	1	-1	-9	-1	0.33
2	1	-9	-3	0	1.3
3	1	-18	6	4	0.11
4	1	5	-1	7	x
5	1	-2	9	7	-0.44
6	1	9	-2	-3	0.24
7	1	-2	1	7	-0.11
8	1	4	4	7	-1.9
9	1	-2	-4	3	x
10	1.1	-7	11	9	1.3
11	0.9	-1	6	13	0.81
12	1	6	4	5	-0.2

Down the list, as entered above:
Entries 2–5 in PPARg SRC-1 ag, in turn: -3, 6, -1, 9

Back to the main list, starting 3 compounds before the break.
No.	structure	SRC2 TRFRET art	STAT3 act	bIAP act	bIAP inh	PPARg SRC3 recr	STAT3 blocker
10	OC(c1ccccc1)(c1ccccc1)C1CCN(C(=S)NCCc2ccccc2)CC1	1761	106	1	4	6	-1
11	COc1ccc(N=C2NC(=O)/C(=C/c3ccc(O)c(OC)c3)S2)cc1	1594	91	1.2	-17	1	14
12	Cc1ccc(C)c(N(C(=O)c2nsc(Cl)c2Cl)C(C(=O)NC2CCCC2)c2ccc(O)cc2)c1 (centres undefined)	1607	107	0.7	28	3	-8
13	COC(=O)CN(c1ccccc1)S(=O)(=O)c1ccc(F)cc1	1650	91	0.9	14	7	12
14	C(=C\c1cccc2ccccc12)/c1nnc(-c2cccs2)o1	1379	103	1	3	-4	1
15	O=c1c2nnn(Cc3ccccc3)c2ncn1-c1ccccc1	1381	102	0.9	11	-2	0
16	Cc1nn2c(COc3ccc(NC(=O)C(C)C)cc3)nnc2c2ccccc12	1410	89	1	-3	-4	20
17	CCOc1cccc(OCCCCN2CCCCC2)c1	1590	95	0.9	7	10	15
18	COc1ccc(-c2nnc(SCC(=O)NCc3ccco3)o2)cc1	1540	103	0.9	5	11	1
19	Cc1cc(C)n(-c2ccc(C(=O)N3CCc4ccccc43)cc2)n1	1506	97	1	1	6	8
20	CSc1ccccc1NC(=O)CN(C)CC(=O)Nc1ccc(Cl)cc1F	1561	103	1.4	-37	2	-1
21	CCCCN1C(=O)/C(=C2\SC(N3CCCCC3)=NC2=O)c2ccccc21	1467	108	0.9	11	-6	-6
22	Cc1cccc(NC(=O)c2ccc(C(=O)Nc3cccc(C)c3)nc2)c1	1453	97	0.9	8	-2	5
23	CCOC(=O)N1CCN(S(=O)(=O)c2ccc(C)cc2)C1c1ccccc1 (centres undefined)	1399	107	1	0	4	-1
24	COC(=O)c1ccccc1NC(=O)COC(=O)c1ccccc1N=Nc1ccc(N(C)C)cc1	1611	99	0.9	8	-2	-1

No.	TNAP act hiacc	STAT1 blocker	PPARg SRC-1 ag	PPARg SRC-2 ag	ROMK mod
10	1.1	-7	11	9	1.3
11	0.9	-1	6	13	0.81
12	1	6	4	5	-0.2
13	1	9	3	1	0.29
14	1	-6	-1	3	0.44
15	1.1	7	-6	-1	x
16	1	0	2	-12	1.8
17	1	2	7	4	x
18	1.1	-5	0	1	0.28
19	1	-21	-7	-5	x
20	1.1	6	7	1	x
21	1	-27	-1	1	x
22	1.1	-10	-2	-2	1.3
23	1.1	-1	3	3	0.066
24	0.7	-6	-1	10	-0.2

(cont.)
No.	structure	SRC2 TRFRET art	STAT3 act	bIAP act	bIAP inh	PPARg SRC3 recr	STAT3 blocker
25	CC(SCc1ccccc1)C(=O)NN=C1CCN(C)CC1 (centres undefined)	1664	102	1.1	-7	8	5
26	CCOC(=O)NC(Nc1ncccn1)(C(F)(F)F)C(F)(F)F	1605	92	0.9	5	-2	12
27	O=C(NC12CC3CC(CC(C3)C1)C2)c1ccc(-c2cccc(Cl)c2)o1	1597	113	0.9	13	1	-12
28	COc1ccc2cc(C3(C)NC(=O)N(CC(=O)NCc4ccco4)C3=O)ccc2c1 (centres undefined)	1378	96	0.9	6	-7	13
29	CCCC12CN3CCN(CC(C3)/C1=N\NC(=O)c1ccc(F)cc1)C2	1650	95	0.9	7	0	8
30	CCN(CC(=O)NC1CCS(=O)(=O)C1)c1nc(-c2ccccc2)nc2ccccc12 (centres undefined)	1275	107	1	-4	-2	-4
31	COC(=O)c1cccc(NC(=S)Nc2cccc(Cl)c2Cl)c1	1559	88	1.1	-6	2	18
32	O=C(c1ccc(N2CN(C(=O)c3ccco3)c3nc4ccccc4nc32)cc1)N1CCOCC1	1858	77	1	-4	-3	30
33	O=C(Cn1c(-c2cncs2)nc2ccccc21)NCCc1ccccc1	1666	112	0.9	6	-6	-6
34	CCc1ncc(C(O)c2cccc3ccccc23)n1C (centres undefined)	1558	101	1	4	-5	2
35	CC(C)(C)c1cc(CN2CCC(O)CC2)cc(C(C)(C)C)c1O	1740	103	1.1	-11	10	1
36	OC1CCN(c2ncnc3nc[nH]c23)CC1	1512	97	1.1	-5	10	3

No.	TNAP act hiacc	STAT1 blocker	PPARg SRC-1 ag	PPARg SRC-2 ag	ROMK mod
25	1	9	9	11	x
26	1	9	9	8	1.8
27	1	-72	-1	0	x
28	1	-4	-4	-5	x
29	1	0	6	-4	0.55
30	1.1	-5	-1	-2	x
31	1	5	7	9	x
32	1.1	-6	8	8	x
33	1	-5	6	-3	x
34	1	-2	0	-3	-1.1
35	1	2	1	13	-0.0052
36	1	-12	8	2	x

(list continues)
No.	structure	SRC2 TRFRET art	STAT3 act	bIAP act	bIAP inh	PPARg SRC3 recr	STAT3 blocker
37	CCOC(=O)Cc1cnc(NC(=O)CSc2nc(N)cc(N)n2)s1	1584	96	1.1	-6	2	12
38	NC(Cc1ccc(O)cc1)c1cn([C@@H](CCC(=O)O)C(=O)N2CCNCC2)nn1 (some centres undefined)	1390	x	1	-4	-4	x
39	CCOc1ccc(NS(=O)(=O)c2ccc(C)c(C(N)=O)c2)cc1	1427	89	1.1	-14	-1	20
40	Cc1ccc(OCc2n[nH]c(=S)n2C2CCCCC2)cc1	1311	93	0.7	34	2	6
41	c1ccc(-c2noc(CN3CCOCC3)n2)cc1	1745	105	1	2	3	-4
42	Cc1ccc2oc(C(=O)Nc3c(C)n(C)n(-c4ccccc4)c3=O)c(C)c2c1	1557	107	x	x	-6	-4
43	CCOC(=O)C1CCCN(C(=O)CN2C(=O)/C(=C/c3ccc(OC)cc3)Oc3ccccc32)C1 (centres undefined)	1745	94	0.9	12	7	5

No.	TNAP act hiacc	STAT1 blocker	PPARg SRC-1 ag	PPARg SRC-2 ag	ROMK mod
37	1	1	-6	-3	0.18
38	1	4	-6	-10	x
39	1	10	4	-2	0.42
40	1	-1	2	-1	1.2
41	1	-17	0	3	x
42	x	-3	1	0	x
43	1	-2	8	3	-0.41

Arranged by formula weight (highest first): some entries from above.
No.	structure	SRC2 TRFRET art	STAT3 act	bIAP act	bIAP inh	PPARg SRC3 recr	STAT3 blocker
38	NC(Cc1ccc(O)cc1)c1cn([C@@H](CCC(=O)O)C(=O)N2CCNCC2)nn1 (some centres undefined)	1390	x	1	-4	-4	x
42	Cc1ccc2oc(C(=O)Nc3c(C)n(C)n(-c4ccccc4)c3=O)c(C)c2c1	1557	107	x	x	-6	-4
39	CCOc1ccc(NS(=O)(=O)c2ccc(C)c(C(N)=O)c2)cc1	1427	89	1.1	-14	-1	20
41	c1ccc(-c2noc(CN3CCOCC3)n2)cc1	1745	105	1	2	3	-4

No.	TNAP act hiacc	STAT1 blocker	PPARg SRC-1 ag	PPARg SRC-2 ag	ROMK mod
38	1	4	-6	-10	x
42	x	-3	1	0	x
39	1	10	4	-2	0.42
41	1	-17	0	3	x

2 of these compounds, set out differently.
20	CSc1ccccc1NC(=O)CN(C)CC(=O)Nc1ccc(Cl)cc1F
35	CC(C)(C)c1cc(CN2CCC(O)CC2)cc(C(C)(C)C)c1O

entry no.	20	35
SRC2 TRFRET art	1561	1740
STAT3 act	103	103
bIAP act	1.4	1.1
bIAP inh	-37	-11
PPARg SRC3 recr	2	10
STAT3 blocker	-1	1
TNAP act hiacc	1.1	1
STAT1 blocker	6	2
PPARg SRC-1 ag	7	1
PPARg SRC-2 ag	1	13
ROMK mod	x	-0.0052

Source: PubChem BioAssay (several laboratories)
